Compound activity from PubChem BioAssay.
CSN deneddyl inh = inhibitors of human CSN-mediated cullin deneddylation; Q92905; Purified CSN, SCF-Nedd8-OG deneddylation, fluorescence polarization; inhibition, % at 12.5 µM; hit rate 0.38% among 360,000; AID 651999;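 active means pattern-corrected inhibition above about 35%, with an unprinted fluorescence ratio check between 0.5 and 1.5, limit read from the data, passing the limit was not always enough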;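 further: 0% = enzyme with substrate and 100% = substrate without enzyme; some results filed as inactive read as strong as hits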
Target sequence (Q92905 whole entry, looked up, one chain of several): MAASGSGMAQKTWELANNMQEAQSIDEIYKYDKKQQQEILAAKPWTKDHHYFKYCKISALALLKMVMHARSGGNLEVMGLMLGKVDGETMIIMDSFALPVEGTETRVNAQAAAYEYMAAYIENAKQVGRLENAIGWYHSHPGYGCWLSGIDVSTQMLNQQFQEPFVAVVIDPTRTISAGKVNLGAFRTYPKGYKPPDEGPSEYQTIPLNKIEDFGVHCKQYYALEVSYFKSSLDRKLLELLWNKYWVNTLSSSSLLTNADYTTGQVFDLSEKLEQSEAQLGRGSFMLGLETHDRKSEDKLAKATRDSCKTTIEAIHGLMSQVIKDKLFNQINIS
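Schedule: reaction 90 min, room temperature / Assay system: HEK293T-derived human Csn5 enzyme / Input: Csn5 at 0.24 nM final / Measure: inhibition of Csn5 cleavage, % / Control set: substrate-only high control, full reaction low control / Technique: fluorescence polarization of the substrate / Buffer or medium: Tris/NaCl/DTT buffer, pH 7.5 / Reagent: SCFSkp2-Nedd8OG substrate at 10 nM final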
FAS-TE inh = FAS thioesterase (human) inhibition | recombinant FAS-TE, OMFH fluorogenic substrate, fluorescence endpoint | inhibition, % at 15 µM | hit rate 0.67% among 360,000;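 active means compounds whose normalised, plate-corrected inhibition of enzyme fluorescence in the single-dose primary screen is 50% or more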;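 further: 0% = DMSO with enzyme and 100% = substrate without enzyme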
NadD block = blocks S. aureus nicotinate mononucleotide adenylyltransferase; inhibition, % at 20 µM; purified NadD enzyme, colorimetric absorbance read-out; hit rate 0.78% among 360,000; in the data active means inhibition above about 26%; further: some compounds past the cut are filed as inactive
MT1-MMP act inh = inhibitors of human MT1-MMP activation. P50281. HT1080 RFP-PRO-GFP cells, GFP/RFP ratio fluorescence, overnight; percent of plate control window, DMSO zero. GFP/RFP ratio change, % at 20 µM. hit rate 0.061% among 360,000. AID 651647;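 active means GFP/RFP ratio change of at least 30% with cell ATP level not reduced by more than half and red fluorescence within 50% of control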; further: strong numbers were not always called active
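Test system: HT1080 RFP-PRO-GFP cells; Benchmarks: DMSO and RFP-L50D-GFP cell wells; Timing: cells overnight before dosing, compound overnight, 37 °C, 5% CO2; Compound: one 20 µM compound dose with 1% DMSO; Read-out: GFP/RFP fluorescence ratio.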
SKN-1 block = blocks SKN-1 activity in C. elegans. C. elegans VP596 Pgst-4::GFP/RFP ratio, acrylamide-induced, 24 h. inhibition, % at 21.8 µM. hit rate 0.49% among 360,000. AID 624304;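 active means interference check ratio from 0.5 to 1.5 plus GFP to RFP signal ratio inhibition reaching or exceeding a fixed threshold, cut at about 30% in these data, passing the limit was not always enough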; further: some compounds called inactive have numbers as strong as hits
Neddylation inh = cullin neddylation inhibition; P61081+Q13564; TR-FRET cullin neddylation, biochemical; calls only at 25 µM; hit rate 0.58% among 360,000; AID 651699; in the data active means inhibition above about 36%
Rin1 Abl inh = inhibitors of human Rin1-Abl protein interaction; hit rate 0.4% among 360,000; AID 588664; TR-FRET Rin1/Abl binding, biochemical; P00519+Q13671; inhibition, % at 7.35 µM; in the data active means inhibition above about 5%, passing the limit was not always enough
PABP1 MLLE inh = blocks PAM2 peptide binding to the PABP1 MLLE domain | P11940 | hit rate 0.36% among 360,000 | GST-MLLE / FITC-PAM2 fluorescence polarization | AID 588489 | inhibition, % at 20 µM; in the data active means inhibition above about 35%, passing the limit was not always enough;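 further: plate controls were DMSO wells with GST-MLLE for no effect and wells lacking GST-MLLE protein for full effect; some results filed as inactive read as strong as hits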
Rpn11 block = Rpn11 (human) deubiquitinase inhibition. O00487. human 26S proteasome, Ub4-pepOG fluorescence polarization; 20S core pre-blocked with epoxomicin. calls only at 20 µM. hit rate 0.59% among 360,000;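 active means inhibition at 20 µM, scaled to each plate's controls, above about 33%, limit read from the data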
Target sequence (O00487 whole entry, looked up): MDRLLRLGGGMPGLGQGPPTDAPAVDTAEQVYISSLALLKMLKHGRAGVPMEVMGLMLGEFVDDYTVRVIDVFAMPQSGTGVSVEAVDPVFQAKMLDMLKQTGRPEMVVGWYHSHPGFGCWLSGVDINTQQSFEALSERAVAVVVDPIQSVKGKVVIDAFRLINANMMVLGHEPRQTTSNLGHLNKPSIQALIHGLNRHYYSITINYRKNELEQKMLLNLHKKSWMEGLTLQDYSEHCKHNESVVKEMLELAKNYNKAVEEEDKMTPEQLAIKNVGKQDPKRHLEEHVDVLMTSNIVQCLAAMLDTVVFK
An asterisk follows results filed as active; i = inactive; · = not tested or not shown. Random draw from the library. About 3.9% of those tested had a hit in this group.

Second line of a record: CSN deneddyl inh | FAS-TE inh | NadD block | MT1-MMP act inh | SKN-1 block | Neddylation inh | Rin1 Abl inh | PABP1 MLLE inh | Rpn11 block
C[C@H](CO)N1C[C@H](C)[C@@H](CN(C)C(=O)Nc2ccccc2)Oc2ccc(NS(=O)(=O)c3cn(C)cn3)cc2C1=O
    -6 | -11 | -3 | 2 | 4 | i | 5 | -31 | i
O=C(COC(=O)C1=COCCO1)Nc1c(F)cccc1F
    -1 | -4 | 4 | -2 | 13 | i | -1 | -1 | i
CCC(NC(=O)CCc1c(C)c2cc3c(-c4ccccc4)coc3cc2oc1=O)C(=O)O (stereo not given)
    17 | -1 | 1 | 4 | 0 | i | -1 | -19 | i
CN(C(=O)CCCN1CCCC1=O)C1CCCN(Cc2ccccc2F)C1 (stereo not given)
    -1 | -4 | -1 | 0 | -2 | i | 1 | 5 | i
Cc1nn(C)cc1CN1CCCC(C(=O)c2ccc(-c3ccccc3)c(F)c2)C1 (stereo not given)
    3 | -7 | -1 | 4 | -5 | i | 3 | -2 | i
COc1ccc(C(=O)CSc2nnc(Cn3nnc4ccccc43)n2C)cc1
    3 | -12 | -1 | 5 | -1 | i | 1 | 0 | i
CCC(=O)Nc1c2c(nc3c1CCC3)CCCC2
    2 | -7 | -1 | 5 | 11 | i | 7 | -11 | i
Cn1nc(-c2ccc(Cl)cc2)cc1NC(=O)CCCC(=O)O
    9 | -8 | 3 | 4 | -10 | i | -2 | -12 | i
O=C(O)c1cc(-c2ccc(Cl)cc2)n(-c2ccc(Cl)cc2)n1
    2 | 4 | 7 | 0 | 7 | i | 3 | -2 | i
CC(C)(C)NC(=O)NC(=O)COC(=O)Cc1c(F)cccc1Cl
    -7 | 5 | -4 | -2 | 0 | i | -7 | 17 | i
Cc1ccc(S(=O)(=O)c2nc(S(C)(=O)=O)sc2N2CCCCC2C)cc1 (stereo not given)
    -1 | 10 | -11 | -5 | -16 | i | 3 | -2 | i
CC(=O)NCCC(=O)NCc1ccc(F)cc1
    1 | -10 | -2 | -4 | -17 | i | 4 | 8 | i
O=C1CC(N2CCN(c3ccc(F)cc3)CC2)C(=O)N1Cc1ccc(N2CCCC2=O)cc1 (stereo not given)
    -6 | -4 | 8 | 5 | 0 | i | 0 | -1 | i
Cc1ccc(N(C(C)C(=O)N2CCCC2)S(C)(=O)=O)cc1 (stereo not given)
    3 | -4 | -6 | 2 | 3 | i | 2 | -9 | i
Cc1nc2nc(Cc3ccccc3)[nH]n2c(=O)c1Cl
    -1 | -6 | 7 | -1 | -9 | i | 0 | 1 | i
O=[N+]([O-])c1cccc(COc2ccccc2CN2CCCCC2)c1
    1 | -2 | 2 | 2 | 5 | i | -4 | 1 | i
O=C(Nc1ccn(C2CCC(CO)O2)c(=O)n1)c1ccccc1 (stereo not given)
    2 | -3 | 7 | 2 | -1 | i | 65* | 7 | i
COc1ccc(-c2nn(-c3ccccc3)cc2/C=C(\C#N)C(N)=O)cc1[N+](=O)[O-]
    0 | 3 | -5 | 5 | -8 | i | -1 | -5 | i
CCc1ccc(NC(=O)C(C)OC(=O)c2ccc(-n3cnnn3)cc2)cc1 (stereo not given)
    2 | -8 | -3 | 2 | 2 | i | 3 | -5 | i
CCCc1nc2cc(C)c(Br)c(C)n2c1Cc1ccsc1
    0 | 14 | 4 | -4 | -1 | i | · | · | ·
Cc1cc(C)cc(Oc2nc3c(C)cccn3c(=O)c2/C=C(\C#N)C(=O)NC2CCS(=O)(=O)C2)c1 (stereo not given)
    2 | 3 | -4 | -6 | -3 | · | -2 | 1 | i
CN(C)S(=O)(=O)c1cccc(C(=O)Nc2cc(S(=O)(=O)N3CCOCC3)ccc2N2CCCC2)c1
    7 | -5 | 10 | -3 | 15 | i | 0 | 28 | i
CS(=O)(=O)N1CCc2cc(C(=O)N3CCCCC3)ccc21
    -4 | -2 | 2 | 4 | 4 | i | -1 | -6 | i
CCc1ccccc1NC(=O)C1CCCN1C(=O)NCc1ccccc1 (stereo not given)
    3 | -1 | 4 | 0 | -6 | i | 0 | 3 | i
CCC(OC(=O)C(C)N1C(=O)C(=O)c2ccccc21)C(=O)Nc1ccccc1OC (stereo not given)
    -2 | 0 | -5 | 3 | 3 | i | 0 | -16 | i
COc1ccc(CCN(C)C(=O)CSc2nccn2C)cc1OC
    3 | -5 | 3 | -4 | -8 | i | 0 | -48 | i
CC(=O)N1CCc2cc(S(=O)(=O)CCC(=O)O)ccc21
    -2 | -6 | -3 | -1 | -2 | i | 1 | 12 | i
COc1ccc(-c2c(-c3ccsc3)oc3ccc(N4CCOCC4)cc23)cn1
    -1 | 21 | 6 | 2 | 6 | · | 0 | 6 | i
CSCCC1NC(=S)N(Cc2ccccc2)C1=O (stereo not given)
    1 | 2 | -6 | 7 | 16 | i | -1 | -2 | i
C[C@H](CO)N1C[C@H](C)[C@@H](CN(C)S(=O)(=O)c2ccccc2)Oc2c(NC(=O)c3ccncc3)cccc2C1=O
    -3 | -8 | 5 | 3 | 10 | i | 3 | 1 | i

Rewritten field by field: part of the list above.
> CC(C)(C)NC(=O)NC(=O)COC(=O)Cc1c(F)cccc1Cl
  CSN deneddyl inh = -7
  FAS-TE inh = 5
  NadD block = -4
  MT1-MMP act inh = -2
  SKN-1 block = 0
  Neddylation inh = i
  Rin1 Abl inh = -7
  PABP1 MLLE inh = 17
  Rpn11 block = i
> Cc1ccc(S(=O)(=O)c2nc(S(C)(=O)=O)sc2N2CCCCC2C)cc1 (stereo not given)
  CSN deneddyl inh = -1
  FAS-TE inh = 10
  NadD block = -11
  MT1-MMP act inh = -5
  SKN-1 block = -16
  Neddylation inh = i
  Rin1 Abl inh = 3
  PABP1 MLLE inh = -2
  Rpn11 block = i

More structures follow.
Second line of a record: CSN deneddyl inh | FAS-TE inh | NadD block | MT1-MMP act inh | SKN-1 block | Neddylation inh | Rin1 Abl inh | PABP1 MLLE inh | Rpn11 block
Cc1nc(C)c(C(=O)Nc2nc3c(C)cccc3s2)o1
    19 | -5 | 14 | -5 | 8 | i | -2 | -1 | i
O=C(CSc1cccc[n+]1[O-])N1CCc2ccccc21
    -3 | -3 | 4 | 1 | 10 | i | -2 | -101 | i
COc1cccc(-c2cc(C(=O)Nc3cc(OC)c(OC)c(OC)c3)no2)c1
    -3 | 21 | -15 | -7 | 10 | i | 1 | 1 | i
CCC(=O)c1ccc(OCC(=O)N(CC)CC(=O)Nc2ccccc2OC)cc1
    -4 | -6 | -7 | 2 | -8 | i | 2 | 11 | i
O=C(O)c1ccc(NCc2ccc3c(c2)OCO3)cc1
    0 | -4 | 1 | 2 | 9 | i | 0 | 9 | i
C[C@]12CC[C@H](O)CC1=CCC1C2CC[C@@]2(C)C1CC[C@@H]2NC(=O)[C@@H](N)CO (stereo not given in full)
    3 | -2 | -3 | -2 | 7 | i | 4 | 9 | i
COc1ccc(N2CC(C(=O)N[C@@H](C)C(=O)N3CCCCC3)CC2=O)cc1 (stereo not given in full)
    2 | -6 | -5 | 1 | 12 | i | -1 | -2 | i
Cc1cc(Cl)ccc1OCCCC(=O)NCCCn1ccnc1
    3 | -3 | -5 | 2 | -2 | i | -1 | -3 | i
Cc1ccc(OCC(=O)Nc2nc(C)c(Cl)cc2Cl)c([N+](=O)[O-])n1
    2 | -4 | 4 | 1 | 1 | i | 2 | 3 | i
CCNC(=S)N/N=C/c1cccc(OCc2c(F)cccc2Cl)c1
    -16 | 19 | -8 | -1 | 5 | i | 2 | 17 | i
O=C(O)CCCC(=O)Nc1cccc(C(F)(F)F)c1
    -1 | -6 | 4 | 3 | -11 | i | 1 | 6 | i
Cc1ccc2c(C)c(C(=O)Nc3nnc(C)s3)oc2c1
    2 | -12 | 5 | 3 | 8 | i | 0 | -2 | i
CNC(=O)Cn1c(C)cc(=O)c2cccc(OC)c21
    -3 | -2 | -1 | 1 | 0 | · | 4 | 11 | i
Cc1cc(NC(=O)CCC(=O)N(CC(=O)NCC2CCCO2)c2ccc3c(c2)OCCO3)no1 (stereo not given)
    2 | -7 | 1 | 2 | 21 | i | 3 | 7 | i
O=[N+]([O-])c1ccccc1OCCOc1ccccc1[N+](=O)[O-]
    -1 | 0 | -1 | 2 | -3 | i | -1 | 10 | i
CCN(CC)S(=O)(=O)c1cc(C(=O)NC2CCCCC2)ccc1C
    0 | 0 | -4 | 16 | -1 | i | 0 | 7 | i
Clc1ccc(-n2ncc3c(NCc4cccnc4)ncnc32)cc1Cl
    2 | 4 | 7 | -8 | 17 | i | 3 | 3 | i
COc1ccc(-c2nc(CN3CCCCC3CCc3ccccn3)c(C)o2)cc1 (stereo not given)
    -14 | -2 | -2 | -4 | -3 | i | 5 | 0 | i
O=C1CC(C(=O)O)C(c2ccccc2)c2ccccc21 (stereo not given)
    -8 | -7 | 2 | -2 | -6 | i | 2 | -9 | i
Cc1ccc(NS(=O)(=O)c2cc(C(=O)N3CCc4ccccc4C3)ccc2Cl)cc1
    2 | 20 | 3 | -2 | 10 | i | 1 | -8 | i
O=C(CCCN1C(=O)c2ccccc2C1=O)NCC1CCCO1 (stereo not given)
    0 | -10 | -3 | 4 | -22 | i | -3 | -1 | i
CC1(C)CC(=O)C=C(c2ccc(-c3cccc(C(N)=O)c3)cc2)C1=O
    -2 | 2 | 2 | 3 | -2 | i | -1 | 6 | i
Cc1ccc(Nc2nc(-c3ccccc3)c(CC(=O)O)s2)cc1
    -5 | -4 | 5 | -20 | 17 | i | 0 | -26 | i
CCOC(=O)N1CCN(C(=O)CSCC(=O)N=c2sc3ccccc3n2C)CC1
    1 | -4 | -6 | 2 | -4 | i | 1 | 12 | i
COC(=O)CNc1c(-c2ccccn2)nc2ccc(Br)cn12
    -4 | -6 | 0 | -2 | 0 | i | 0 | 4 | i
COc1ccccc1NC(=O)N1CCCC1C(=O)NCc1ccccc1 (stereo not given)
    -3 | 1 | -5 | 2 | 11 | i | 4 | -12 | i
CCOc1cc(N2CCOCC2)c(OCC)cc1NC(=O)c1cc(C)cc(C)c1
    2 | 18 | -1 | 2 | 4 | i | -3 | -4 | i
COc1ccc(OC)c2sc(NC(=O)C3COc4ccccc4O3)nc12 (stereo not given)
    3 | 18 | -1 | -4 | -1 | i | -3 | 14 | i
Cc1ccc(C)c(NC(=O)CN(C)C(=O)c2cccc(Oc3ccccc3)c2)c1
    -3 | 5 | -6 | 7 | 7 | i | -1 | 12 | i
O=C(Nc1nnc([C@@H]2C[C@H](O)[C@@H](CO)O2)s1)Nc1ccc(F)cc1F
    -1 | -8 | -4 | 0 | -9 | i | -4 | 4 | i
c1nc(SSc2ncnc3nc[nH]c23)c2[nH]cnc2n1
    4 | -3 | 2 | 26 | -3 | i | 0 | -33 | i
COc1ccc(C(=O)NC(C)c2cnn(-c3ccccn3)c2C)o1 (stereo not given)
    -1 | -6 | -4 | -3 | 10 | i | 2 | -5 | i
Cc1cc(NS(=O)(=O)c2ccc(NC(=O)c3ccc([N+](=O)[O-])s3)cc2)nc(C)n1
    3 | -6 | 3 | 3 | 11 | i | -3 | 4 | i
COc1ccc(N(C(C)=O)C2C=CS(=O)(=O)C2)c(OC)c1 (stereo not given)
    2 | -8 | -4 | 0 | 3 | i | 1 | 1 | i
